From PubChem
GPR7 antag = antagonists of human GPR7 (neuropeptides B/W receptor 1); GPR7-expressing cells, fluorescence antagonist assay; inhibition, % at 4.4 µM; P48145; actives 1.1% (n = 290,000); AID 1861; in the data active = inhibition above about 16%, passing the limit was not always enough;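 also: cells stimulated with the agonist NPW; 0% = agonist with vehicle and 100% = vehicle without agonist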
Target sequence (P48145 whole entry, looked up): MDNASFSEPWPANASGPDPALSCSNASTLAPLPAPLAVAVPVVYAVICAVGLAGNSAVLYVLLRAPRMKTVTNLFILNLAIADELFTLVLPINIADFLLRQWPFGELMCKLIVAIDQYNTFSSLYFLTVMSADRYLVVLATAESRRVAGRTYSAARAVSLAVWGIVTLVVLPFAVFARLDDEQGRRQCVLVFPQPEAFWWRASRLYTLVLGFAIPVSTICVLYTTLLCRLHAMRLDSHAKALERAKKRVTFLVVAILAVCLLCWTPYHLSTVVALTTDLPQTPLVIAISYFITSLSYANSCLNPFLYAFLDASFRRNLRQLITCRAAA
MEKK2 mut-MEK5 = signal of MEK5 binding to mutant human MEKK2 PB1 domain; actives 0.35% (n = 290,000); bead flow cytometry, Alexa488-MEK5 binding to MEKK2 mutant; percent response, % at 10 µM; in the data active = percent response above about 24%, passing the limit was not always enough; also: inactives centre near 1; some results filed as inactive read as strong as hits; reference of the scale not given here
MEKK3 PB1 HTS = MEKK3-MEK5 PB1 interaction, increase or decrease; Q99759; bead-based flow cytometry, Alexa488-MEK5 binding to MEKK3; actives lie on both sides; 0 = blocked by unlabeled MEK5, 100 = vehicle; binding response (% of control), % at 10 µM; actives 1.4% (n = 290,000);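 active = binding response more than 3 SD above or below the average of its plate-row segment, actives on both sides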;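 also: Alexa488 bead fluorescence after subtracting the streptavidin-only scavenger bead signal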
PfM18AAP inh = PfM18AAP enzyme inhibition. recombinant PfM18AAP, H-Glu-NHMec fluorogenic cleavage. inhibition, % at 7.35 µM. actives 1.2% (n = 290,000);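 active = inhibition above the campaign mean inhibition over all tested compounds plus 3 SD, cut at about 28% in these data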;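 also: 0% = plate median of test compound wells and 100% = 2 mM ZnCl2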
OXTR agonist = activates the human oxytocin receptor. AID 2435. activation, % at 3 µM. CHO-OTR cells, Fluo-8 calcium fluorescence; normalized: DMSO 0%, oxytocin 100%. P30559. actives 0.32% (n = 320,000);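 active = activation above the mean of all tested compounds plus 3 SD, cutoff set per screening run, cut at about 20% in these data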;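 also: peak over basal fluorescence ratio from a 100 s FLIPR kinetic read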
Target sequence (P30559 whole entry, looked up): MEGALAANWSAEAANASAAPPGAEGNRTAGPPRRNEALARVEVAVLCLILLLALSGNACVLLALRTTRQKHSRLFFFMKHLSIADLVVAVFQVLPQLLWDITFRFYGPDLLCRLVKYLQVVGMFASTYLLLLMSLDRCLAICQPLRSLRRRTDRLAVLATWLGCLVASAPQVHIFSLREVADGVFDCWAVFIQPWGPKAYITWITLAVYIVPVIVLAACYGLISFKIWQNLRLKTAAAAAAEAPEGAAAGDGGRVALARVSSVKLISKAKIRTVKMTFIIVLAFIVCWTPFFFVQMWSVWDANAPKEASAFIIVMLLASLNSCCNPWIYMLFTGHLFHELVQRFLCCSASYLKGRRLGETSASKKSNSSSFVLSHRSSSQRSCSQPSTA
NALP1 inh = inhibitors of NALP1 inflammasome in yeast; S. cerevisiae NALP1/ASC/caspase-1 growth, X-gal OD620, 72 h; inhibition, % at 10 µM; actives 0.61% (n = 280,000); AID 2071; in the data active = inhibition mostly above about 24%, no sharp cut-off; inactive = mostly below about 32%; also: some compounds called inactive have numbers as strong as hits
MEKK2wt PB1 HTS = raises or lowers MEK5 binding to wildtype human MEKK2 PB1 domain | binding response (% of control), % at 10 µM | Q9Y2U5 | bead flow cytometry, Alexa488-MEK5 binding to MEKK2 WT; actives lie on both sides | actives 1.1% (n = 290,000) | AID 1531; in the data active = binding response below about 67% or above about 130%
DNA FID counter = fluorescent intercalator displacement, NS3 helicase counter-screen; DNA fluorescent intercalator displacement, fluorescence; inhibition, % at 7.9 µM; actives 0.17% (n = 290,000); AID 1845; in the data active = inhibition above about 37%;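 also: 0% = vehicle and 100% = reference compound; higher means more ethidium bromide displaced from hairpin DNA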
PHOSPHO1 block = inhibitors of human PHOSPHO1 phosphatase. AID 1565. Q8TCT1. recombinant PHOSPHO1, absorbance phosphatase assay. actives 1.1% (n = 290,000). inhibition, % at 13.3 µM; in the data active = inhibition above about 60%
Target sequence (Q8TCT1 whole entry, looked up): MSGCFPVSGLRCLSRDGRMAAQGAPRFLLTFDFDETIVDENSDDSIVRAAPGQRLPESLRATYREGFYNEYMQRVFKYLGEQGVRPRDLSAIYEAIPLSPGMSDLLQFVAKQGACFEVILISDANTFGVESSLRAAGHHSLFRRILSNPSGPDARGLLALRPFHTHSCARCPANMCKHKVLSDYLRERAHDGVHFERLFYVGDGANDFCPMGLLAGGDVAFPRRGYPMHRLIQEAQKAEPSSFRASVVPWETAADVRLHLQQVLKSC
* = called active by the depositor; · = not tested or not shown. Not a hit list; about 6.2% have a hit in one of these screens.

molecule,PfM18AAP inh,MEKK3 PB1 HTS,MEKK2 mut-MEK5,DNA FID counter,GPR7 antag,MEKK2wt PB1 HTS,OXTR agonist,PHOSPHO1 block,NALP1 inh
O=S(=O)(Nc1cccc(-c2nc3cccnc3s2)c1)c1ccc2c(c1)CCCC2,-1,111,8,-5,-13,97,1.2,-16,13
O=C(CN(C(=O)c1csnn1)c1ccccc1C(F)(F)F)NC1CCCCC1,-4,97,-5,-20,-2,92,0.0,2,11
C/C(N)=C(/C#N)C(=O)COC(=O)c1ccc(C)c(S(=O)(=O)N2CCCCC2)c1,8,104,4,-18,-5,105,0.4,-4,-13
CCOC(=O)C1C(=O)CC(C)(O)C(C(=O)OCC)C1c1ccccc1 (stereo not given),0,105,10,-7,-11,104,-1.1,-6,-6
COc1ccc(N2C(=O)CSC23C(=O)N2c4c(cccc43)C(C)=CC2(C)C)cc1 (stereo not given),5,107,5,-42,10,99,-1.4,0,11
COc1cccc2[nH]c(=O)c(-c3ccccc3)cc12,10,103,-1,-11,1,97,1.2,11,31
CCCOC(=O)c1ccc(NC(=O)/C=C/c2cccs2)cc1,-8,99,-2,-4,-15,97,-0.7,-7,61*
CC(C)NC(=O)C1CCN(C2CCN(C(=O)c3cc4c(s3)CCCCC4)CC2)CC1,-4,101,-1,5,-8,103,0.1,10,8
S=C1NC2=C(CCCC2)C2(CCCCC2)N1,-9,95,12,-2,-1,95,-1.9,-13,29
CCC1(CC)C(=O)C2=C3C1[C@H](C(=O)OC)C=C(C(=O)OC)C[C@H]3[C@H]1C(=O)N(CC(=O)OC)C(=O)[C@H]1[C@H]2C (stereo not given in full),·,109,4,·,·,104,-0.6,·,·
C/C(=N\NC(=O)c1cc([N+](=O)[O-])cc([N+](=O)[O-])c1)c1ccco1,21,104,1,5,-2,100,-1.2,34,10
CCOC(=O)c1ccc(NC(=O)c2cc3c(s2)CCC3)cc1,-8,101,-4,-2,-8,102,2.9,10,·
CCOC(=O)c1sc2nc(Cc3ccc(Cl)cc3)[nH]c(=S)c2c1C,-8,99,-6,4,-3,99,-0.3,6,0
Cc1c(C(=O)O)oc2c1ccc1ccccc12,0,103,1,-1,-6,111,2.4,11,24
Cc1cc(OC(=O)c2ccc(S(=O)(=O)N3CCOCC3)cc2)c([N+](=O)[O-])c(=O)[nH]1,17,111,4,6,-9,101,·,11,6
Cc1noc(NS(=O)(=O)c2ccc(NC(=O)CS(=O)(=O)c3ccccc3)cc2)c1C,-9,97,-5,-6,3,94,1.0,-28,5
CC1CC2c3cccc(C(=O)O)c3C(=O)N2c2ccc(Cl)cc21 (stereo not given),-2,105,-4,-2,-5,105,0.0,28,0
CC(C)(C)c1ccc(C(=O)NCC(=O)N/N=C/c2cccnc2)cc1,-4,101,2,-20,-5,100,-0.6,28,10
Cc1cc(C(=O)Nc2ccc(Cl)cc2)c(C)n1-c1ccccc1,2,99,-11,-12,-8,97,-2.6,39,15
COc1cc(OC)cc(-c2nnc(SCc3c(F)cccc3Cl)o2)c1,11,102,-1,-1,11,101,2.7,7,-9
CCc1ccc(C)c(OC(=O)c2cncc(Br)c2)c1,6,102,1,-9,-7,105,-0.2,25,11
Cc1nc(NS(=O)(=O)c2ccccc2)sc1NC(=O)OC(C)C,11,105,3,-2,4,98,0.0,-15,-8
Cc1ccc(C(=O)N2CCN(c3ccc(NC(=O)Cc4ccccc4)cc3)CC2)cc1,0,107,9,-42,-5,111,-1.4,38,12
COc1ccc(OC)c(C(=O)c2ccccc2)c1,-3,85,3,-1,-10,103,-1.6,-20,5
CC(C)CC(=O)Nc1ccc2c(c1)nc(CCN1CCCCC1)n2C,-6,101,-1,-4,-12,100,-0.5,43,-34
Cc1ccc(-n2ncc(C(=O)NC3CC3)c2C2CCN(C(=O)OC(C)(C)C)CC2)cc1,-3,102,3,-66,0,102,0.6,30,7
CCSCc1nnc(SCC(=O)c2ccc(OC)cc2)n1C,1,·,·,-15,-5,·,-0.8,-7,-7
O=C(NC(=S)Nc1cc(C(F)(F)F)ccc1Cl)c1ccccc1,14,94,-1,-6,-12,98,-1.7,22,14
CCNc1ccc(C(=O)OCC(=O)NCc2ccccc2Cl)cc1[N+](=O)[O-],-5,140*,1,-2,-16,111,-0.6,6,8
COc1ccc(C2=CC3=CC(=O)C(C)(O)C(=O)C3=CO2)cc1 (stereo not given),·,81,-10,·,·,66,1.2,·,·

Molecules listed so far that have an aryl thioether with sulfur outside any ring:
molecule,PfM18AAP inh,MEKK3 PB1 HTS,MEKK2 mut-MEK5,DNA FID counter,GPR7 antag,MEKK2wt PB1 HTS,OXTR agonist,PHOSPHO1 block,NALP1 inh
COc1cc(OC)cc(-c2nnc(SCc3c(F)cccc3Cl)o2)c1,11,102,-1,-1,11,101,2.7,7,-9
CCSCc1nnc(SCC(=O)c2ccc(OC)cc2)n1C,1,·,·,-15,-5,·,-0.8,-7,-7

Other compounds.
molecule,PfM18AAP inh,MEKK3 PB1 HTS,MEKK2 mut-MEK5,DNA FID counter,GPR7 antag,MEKK2wt PB1 HTS,OXTR agonist,PHOSPHO1 block,NALP1 inh
Cc1oc2c(CN(C)C)c(O)ccc2c(=O)c1-c1ccc2ccccc2n1,6,94,-4,-1,-5,94,0.0,23,24
COc1ccc(N2C(=O)CSC2c2ccncc2)cc1 (stereo not given),3,104,2,15,-4,112,-0.4,-22,7
CN1CCN(C(=O)/C(=C/c2cn(C)c3ccccc23)NC(=O)c2ccccc2)CC1,1,105,0,19,-6,102,-0.8,45,26
O=C(OCn1ncc(Cl)c(Cl)c1=O)c1ccc(F)cc1,2,102,-1,2,-4,100,-2.5,44,-3
Cc1ccc(CNC(=O)C2CCCN(S(=O)(=O)N3CC(C)CC(C)C3)C2)cc1 (stereo not given),-9,100,1,-48,-13,100,-2.5,30,2
COc1ccc(NC(=S)NCCCn2ccnc2)cc1,0,103,7,1,18,109,-1.3,·,·
O=c1cc(N2CCc3ccccc32)[nH]c(=O)n1-c1ccc(Br)cc1,1,97,4,-4,-6,100,0.4,-30,22
COc1cc(NS(=O)(=O)c2ccc(NC(=S)NC(=O)C3CCCC3)cc2)nc(OC)n1,-11,104,3,-33,-6,107,1.4,-24,10
COCCNC(=O)CSc1ccccc1C(=O)O,-1,104,-5,0,-9,99,0.4,27,-7
CN(CCNC(=O)c1cccc(N2CCCC2=O)c1)Cc1ccccc1,4,103,7,-2,-2,105,0.0,-7,-26
O=C(CSc1nnc(-c2cccs2)o1)c1cccs1,-1,106,2,1,-8,101,-0.3,19,23
CC1(C)Cc2ccccc2C(CSc2ccccc2C(=O)O)=N1,-12,99,-8,-13,3,92,-0.7,-63,0
COCCCNC(=O)C1=CCN(S(=O)(=O)c2ccc(OC)cc2)CC1,-3,101,0,-13,4,100,0.3,33,13
CCOc1ccc(/C=N/NC(=O)c2nnn(-c3nonc3N)c2-c2ccc(OCC)cc2)cc1,1,96,-2,-13,-12,95,15,-1,18
CCOC(=O)c1cc(NC(=O)CC(C)(C)CC(=O)O)ccc1N1CCCCC1,-10,96,-7,-40,-22,99,-1.2,29,7
O=C(O)c1cccc(S(=O)(=O)NCC2CCCO2)c1 (stereo not given),2,110,3,-1,-18,110,0.4,-3,-10
Cc1c(C(=O)N(Cc2ccccc2)Cc2cccs2)cnn1-c1ccc(Cl)cc1,5,132*,27,-30,-23,129,-1.2,28,9
Cc1cccc(NC(=O)c2cc([N+](=O)[O-])ccc2N2CCCCC2)n1,0,89,-4,-1,-4,89,-2.0,25,14
C=CCNS(=O)(=O)c1ccc2nsnc2c1,-4,97,-2,3,-4,96,-0.6,-1,17
CCn1ccnc1CN(C)C(=O)c1cc(COc2ccc(-n3cncn3)cc2)on1,-1,99,3,-26,-16,100,1.6,56,-9
c1ccc(SCc2nc3ccccc3[nH]2)cc1,1,99,2,-2,-8,104,0.6,29,4
COC(=O)c1ccc(C(=O)OC)c(NC(=O)CSCc2ccc(Cl)cc2)c1,4,102,3,-5,-5,101,1.1,11,1
C=CCc1cccc(Cl)c1OCCON1C(=O)CCC1=O,-3,96,-7,-1,-20,94,-1.2,-4,7
Cc1cccc(NC(=O)Cn2nnc(-c3cccs3)n2)c1C,0,101,0,-1,3,100,0.6,-5,17
CCOC(=O)c1nnc2cc(-c3ccccc3)nn2c1C,-4,100,1,-4,-6,101,5.3,-5,14
O=S(=O)(NCc1ccccc1)c1ccc(S(=O)(=O)N(Cc2cccs2)CC2CCCO2)cc1 (stereo not given),2,105,0,-17,0,97,-0.9,-4,15
COc1ccccc1N1CCN(C(=O)c2cccc(N3C(=O)NC4CC3(C)Oc3ccccc34)c2)CC1 (stereo not given),-2,109,7,-54,5,111,-1.3,20,-18
CCC(=O)Nc1cccc(-c2cn3ccsc3n2)c1,4,102,5,1,5,106,1.1,17,3
O=C(O)Cn1c(CCS(=O)(=O)c2ccc(Br)cc2)nc2ccccc21,-8,96,-2,-13,-6,101,-0.2,0,7
Cc1cccc(CSCc2ccc(C(=O)NC(C)C)o2)c1,3,108,6,-29,2,103,4.9,15,5

(listing goes on)
molecule,PfM18AAP inh,MEKK3 PB1 HTS,MEKK2 mut-MEK5,DNA FID counter,GPR7 antag,MEKK2wt PB1 HTS,OXTR agonist,PHOSPHO1 block,NALP1 inh
CCn1cc(-c2cc(C(=O)O)c3ccccc3n2)c(C)n1,-6,102,2,-3,-6,100,1.0,11,32
Cc1ccc(C)c(OCC(O)CN2CCC(Cc3ccccc3)CC2)c1 (stereo not given),10,98,13,27,4,113,19,43,18
CCCn1nc(CC(=O)OCC)c2ccccc2c1=O,-12,95,0,-6,-3,97,-0.6,49,12
Cc1cc(C(=O)c2ccc(C(C)(C)C)cc2)c(NC(=O)CCl)s1,-15,105,-1,-7,-1,108,-1.0,0,28
C[n+]1ccccc1/C=C/c1ccc(C#N)cc1,3,99,5,8,-8,100,0.0,-138,0
CC(C)CC(O)(CC(C)C)C(=O)NNc1ccccc1,5,99,12,-2,-14,104,-0.9,21,-95
O=C(NCc1ccccn1)C1CN(S(=O)(=O)c2ccccc2)CCN1S(=O)(=O)c1ccccc1 (stereo not given),11,101,4,-27,-10,104,-1.6,37,0
Cc1cnc(NC(=O)CSc2ccc(Cl)cc2)s1,0,101,-2,-7,-6,98,-1.4,8,15
Cc1ccc(CSc2nnc(-c3cnccn3)n2C)cc1,-2,104,-1,-17,-7,105,1.3,32,-13
Cc1cccc(C(=O)N2CCc3ccccc3C2)c1[N+](=O)[O-],7,100,-8,-7,6,95,-0.1,12,2
CCn1cc(CNC(=O)c2cc([N+](=O)[O-])c(C)c([N+](=O)[O-])c2)cn1,-8,98,1,-4,-13,100,1.6,-11,19
CC[C@H](C)[C@@H](NC(=O)O[C@@H]1C(=O)c2cc(OC)ccc2O[C@H]1c1ccc(OC)c(Br)c1)C(=O)OC,-2,108,3,-11,-7,97,-0.8,-11,22
O=C(c1ccco1)N1CCN(C(c2ccc(Cl)cc2)c2nnnn2Cc2ccccc2)CC1 (stereo not given),3,99,2,-47,14,95,1.0,0,-2
Cc1cccc(N2CCN(c3nnc(C(F)(F)F)s3)CC2)c1,-2,98,-5,-15,7,99,-2.8,8,·
Cc1nnc(NC(=O)CSc2nnc(CNC(=O)C34CC5CC(CC(C5)C3)C4)n2C2CCCCC2)s1,0,119,7,-3,-4,114,-0.1,-10,17
O=C(Nc1ccc(CN2CCCCC2)cc1)c1ccc2c(c1)OCO2,1,93,-5,6,-4,94,2.1,41,6
COCCCNCCOc1ccccc1-c1ccccc1,-3,111,5,14,4,110,1.4,-5,37
